Screening data from PubChem.
GLD-1 TGE inh – GLD-1-TGE RNA interaction inhibition (C. elegans); purified GLD-1 + fluorescein TGE RNA, fluorescence polarization; inhibition, % at 5.96 µM; 320,000 tested, 0.44% active; AID 2280;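 active = percent inhibition above a per-plate cutoff, the plate mean of test compounds plus 3 SD, cut at about 30% in these data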;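 also: 0% = DMSO wells with GLD-1 and probe and 100% = wells lacking GLD-1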
Fam108B counter – Fam108B inhibition, counter-screen for RBBP9 inhibitors; recombinant Fam108B, FP-Rh probe fluorescence polarization; 300,000 tested, 0.33% active; inhibition, % at 9.51 µM;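 active = inhibition above the screen mean inhibition plus 3 SD, computed separately per campaign, cut at about 18% in these data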;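 also: inhibitors lower polarization as less probe binds the enzyme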
Efflux pump inh – antifungal efflux pump inhibition, Nile Red retention | inhibition, % at 10 µM | S. cerevisiae Candida pump triplex | 330,000 tested, 0.44% active | AID 485275;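 active = plate passing quality check with inhibition over a set limit, or well fluorescence over plate mean plus 4 SD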;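 also: Nile Red retained in pooled yeast measured as flow cytometry median fluorescence; 0% = buffer negative control and 100% = Enniatin B positive control; higher means more Nile Red kept so more efflux inhibition; some compounds called inactive have numbers as strong as hits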
VLA-4 inh – inhibition in a human VLA-4 binding assay. VLA-4 expressing cells, ligand binding flow cytometry. P13612. 330,000 tested, 0.2% active. inhibition, % (about 7 µM as worked out from the volumes in the protocol); in the data active = inhibition above about 50%
MCL1 BIM primary – inhibitors of human MCL1 binding to BIM-BH3 peptide | 320,000 tested, 0.68% active | inhibition, % at 10.9 µM | AID 2057 | GST-MCL1 / FITC-Bim-BH3 fluorescence polarization | Q07820;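 active = inhibition above the mean inhibition of all tested compounds plus 3 SD, set per campaign, cut at about 40% in these data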;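 also: 0% = DMSO wells and 100% = unlabeled Bim-BH3 peptide control; higher means more loss of mP so more displacement of Bim peptide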
GRK2 inh – human GRK2 inhibition via aptamer displacement | P25098 | bead flow cytometry, FAM-aptamer displacement from GRK2 | inhibition of aptamer binding, % at 10 µM | 330,000 tested, 0.59% active | AID 488847;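 active = inhibition of aptamer binding above 40%, roughly 3 SD of noise, on plates passing a quality check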;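 also: median bead fluorescence of bound FAM aptamer so fluorescent compounds give negative values; no value below 0 was filed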
BCLXL inh – blocks human Bcl-xL binding to Bim BH3 peptide; 320,000 tested, 0.7% active; AID 2129; GST-Bcl-xL / FITC-Bim BH3 peptide fluorescence polarization; inhibition, % at 10.9 µM;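 active = inhibition above the mean of all tested compounds plus 3 SD, cutoff set per campaign, cut at about 30% in these data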;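 also: 0% = DMSO wells and 100% = unlabeled Bim-BH3 peptide competitor; inhibitors lower millipolarization by displacing the labeled peptide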
PME-1 primary – PME-1 (human) inhibition; recombinant PME-1, FP-Rh probe fluorescence polarization; inhibition, % at 5.9 µM; 320,000 tested, 0.53% active;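 active = inhibition above the campaign mean of all compounds plus 3 SD, cut at about 26% in these data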;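 also: competitive labeling of PME-1 active site by serine hydrolase directed probe; 0% = PME-1 with DMSO and 100% = wells lacking PME-1 enzyme; inhibitors block probe labeling so polarization falls and inhibition rises; many of its hits are not listed in these tables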
Target sequence (Q9Y570 whole entry, looked up): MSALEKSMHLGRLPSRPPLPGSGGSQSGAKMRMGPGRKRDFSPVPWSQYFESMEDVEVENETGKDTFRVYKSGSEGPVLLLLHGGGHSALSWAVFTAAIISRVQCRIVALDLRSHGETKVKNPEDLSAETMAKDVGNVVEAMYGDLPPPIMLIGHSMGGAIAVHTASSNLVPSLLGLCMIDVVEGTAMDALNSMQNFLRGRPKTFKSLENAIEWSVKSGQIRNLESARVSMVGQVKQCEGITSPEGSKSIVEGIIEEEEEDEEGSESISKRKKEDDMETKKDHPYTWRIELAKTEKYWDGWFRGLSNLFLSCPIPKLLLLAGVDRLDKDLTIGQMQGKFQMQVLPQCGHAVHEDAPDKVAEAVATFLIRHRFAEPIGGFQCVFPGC
MEX-5 binding – C. elegans MEX-5 TCR-2 RNA binding activity; MEX-5/FITC-TCR2 RNA binding, fluorescence polarization; hits give low values; Q9XUB2; activity score (negative = inhibition of binding), % at 10 µM; 300,000 tested, 0.38% active; AID 1832;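 active = inhibition past about -25% in most replicates, and total fluorescence under double the plate's negative control median, limit read from the data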;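 also: 0% = DMSO and -100% = 5 µM competing unlabeled TCR2 RNA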
Target sequence (Q9XUB2 whole entry, looked up): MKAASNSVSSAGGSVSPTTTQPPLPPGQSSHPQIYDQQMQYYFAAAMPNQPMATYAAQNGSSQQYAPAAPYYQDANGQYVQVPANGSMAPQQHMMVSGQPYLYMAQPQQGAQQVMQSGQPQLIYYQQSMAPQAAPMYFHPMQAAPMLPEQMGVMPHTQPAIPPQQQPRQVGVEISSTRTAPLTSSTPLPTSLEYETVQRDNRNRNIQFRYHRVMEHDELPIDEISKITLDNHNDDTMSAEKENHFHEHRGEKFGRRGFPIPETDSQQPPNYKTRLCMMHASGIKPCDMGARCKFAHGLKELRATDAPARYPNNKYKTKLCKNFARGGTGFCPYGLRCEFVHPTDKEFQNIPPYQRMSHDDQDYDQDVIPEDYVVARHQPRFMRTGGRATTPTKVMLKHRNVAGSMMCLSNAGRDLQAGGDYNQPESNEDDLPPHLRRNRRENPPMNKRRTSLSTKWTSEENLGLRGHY
An asterisk follows results filed as active; x = not tested or not shown.

SMILES	GLD-1 TGE inh	Fam108B counter	Efflux pump inh	VLA-4 inh	MCL1 BIM primary	GRK2 inh	BCLXL inh	PME-1 primary	MEX-5 binding
CC(/C=C/c1ccccc1)=N/NC(=O)CCC(=O)Nc1ccccc1C	8	3	-0.1	-18	0	0	0	3	1.2
Cc1ccccc1C(=O)Nc1ccnn1C1CCN(CC2CC=CCC2)CC1 (stereo not given)	x	x	0.1	6	x	0	x	x	-1.0
COc1ccc(NC(=O)c2cccc(N3C(=O)c4cccc([N+](=O)[O-])c4C3=O)c2)cc1	0	2	-0.1	-18	-6	3	1	8	1.3
Cc1ccc(NC(=O)CN(C)CC(=O)Nc2ccc(F)c(Cl)c2)cc1	3	2	-0.1	-5	-15	0	-14	-3	4.0
CCCN(CCC)CCNC(=O)C1CCN(S(=O)(=O)c2cccc3nsnc23)CC1	3	-4	0.1	-3	5	0	6	6	-1.9
Cc1ccc(NC(=O)N2CCC(C(=O)c3ccc(F)cc3)CC2)cc1	4	2	-0.1	18	-1	1	1	-4	0.8
CCCCN1C(=O)C(O)(CC(=O)c2c(C)n[nH]c2C)c2cc(Br)ccc21 (stereo not given)	0	-2	0.0	-4	8	3	-1	-9	1.4
CC(C)CCN(C(=O)CCSc1ccc(F)cc1)c1c(N)n(Cc2ccccc2)c(=O)[nH]c1=O	2	-1	0.2	8	-15	1	-4	0	-1.2
O=C(Nc1cccc(C(F)(F)F)c1)c1cccnc1NCCc1ccccc1	6	-20	-0.6	-5	-3	0	2	-20	-2.4
O=C(Cc1ccc(Br)cc1)NCc1ccccc1	9	2	0.2	5	9	0	2	-4	1.2
COc1ccc2c(c1)C(=O)C(=O)N2CCS(=O)(=O)c1ccccc1	-6	1	-0.1	3	7	0	2	0	0.8
Cc1nnc(NC(=O)C2CCN(c3nnnn3-c3ccccc3)CC2)s1	-1	-1	-0.2	0	1	3	5	-1	-0.5
COc1cccc(CN2CCN(Cc3ccco3)CC2)c1	1	2	0.0	1	1	0	6	-1	-0.2
Cc1ccc(C2C3=C(CC(C)(C)CC3=O)NC3=C2C(=O)c2ccccc23)cc1 (stereo not given)	6	7	0.2	10	6	0	7	8	3.1
CCN(Cc1ccc(OC)c(F)c1)C(C)C(=O)Nc1ccc(S(=O)(=O)N2CCCC2)cc1 (stereo not given)	-3	x	0.7	9	-11	2	-9	2	x
Brc1cccc(-c2nnc(SCc3ccon3)n2-c2ccccc2)c1	4	2	0.0	40	-4	1	-5	3	-1.4
COc1ccc(OC)c(CN(CCN2CCOCC2)C(=O)Nc2cccc(Cl)c2)c1	4	0	0.1	-16	-10	0	-5	-2	-0.3
C/C=C/c1ccc(OCCN2C(=O)NC(C)(C)C2=O)c(OC)c1	0	0	0.4	4	-2	0	4	1	1.0
CC(C)CNc1nc(Oc2ccc(=O)[nH]n2)nc(N(C)C)n1	1	-2	0.0	0	-5	0	-2	5	0.9
S=c1[nH]nc(Cc2cccs2)n1-c1ccccc1Cl	1	-2	-0.1	3	-2	1	-8	-4	-2.3
O=C(CSc1nnnn1C1CCCCC1)NCc1ccccc1	7	0	0.2	0	3	1	5	-5	-2.4
O=C(NCCCO)c1ccc(CSc2nc3ccccc3[nH]2)cc1	4	-3	0.2	-4	0	0	0	-9	0.6
CCc1noc(C)c1C(=O)Nc1sc(C(=O)N(C)C)c(C)c1C(=O)OC	2	-3	0.0	6	4	0	2	4	1.1
Cc1c(NC(=O)C(C)OC(=O)/C=C/c2ccccc2)c(=O)n(-c2ccccc2)n1C (stereo not given)	4	-1	-0.2	36	-5	0	-7	-3	-2.0
CCOC(=O)CNc1nc2ccccc2n2c(C)nnc12	6	2	0.1	-15	6	2	4	-7	-1.7
OCC1N=C(c2ccccn2)OC1c1ccccc1 (stereo not given)	-2	0	0.0	3	-1	1	3	0	1.2
CCOc1ccc(NC(=O)Nc2ccc3c(c2)N(C)C(=O)CS3)cc1	-3	-1	0.0	28	2	3	-2	33*	-4.5
COc1ccc(OC)c(NC(=O)CCn2cccc2)c1	4	2	0.0	1	-4	3	1	-1	0.6
O=C(COC(=O)CCCN1C(=O)c2ccccc2C1=O)Nc1cc(Cl)cc(Cl)c1	-4	-17	0.8	17	-32	4	-10	-10	-1.0
COc1cccc(C(=O)NCCS(=O)(=O)NCCc2ccccc2)c1	1	-1	-0.1	-3	6	0	5	-2	-1.4
O=C(Cn1cnnn1)OCC(=O)c1ccc(Cl)s1	2	3	0.1	7	24	2	3	5	1.1
CCOc1ccc(/C(CC)=N/NC(=O)C2(C)CC2(Br)Br)cc1 (stereo not given)	1	3	-0.5	9	8	2	-2	0	0.7
CCc1ccc(OCC(=O)NNC(=O)Cc2c(F)cccc2Cl)cc1	3	-2	0.0	1	1	1	4	0	-0.1
Cc1ccc(C(=O)NNC(=S)NC(=O)c2ccccc2)cc1	7	1	-0.2	-10	10	3	3	1	x
Cc1sc(NC(=O)CSc2nnc(-c3ccc(F)cc3)o2)c(C#N)c1C	-5	-8	0.1	-3	2	0	1	5	-0.2
CCCNC(=O)C(CC)NC(=O)c1cccc([N+](=O)[O-])c1 (stereo not given)	-3	x	0.0	30	10	0	3	-5	x
O=C(Nc1ccc(Cl)c(S(=O)(=O)N2CCOCC2)c1)c1cn2ccccc2n1	-6	0	0.2	0	2	0	-2	0	-2.0
CCN(CC)c1ccc(NC(=O)c2ccc(Br)o2)cc1	5	0	-0.2	3	4	5	5	2	-0.1
CC(C)c1ccc(NC(=O)c2cc(Br)ccc2Br)cc1	4	0	0.0	4	-1	0	1	3	-2.6
CC1CC(C)CN(C(=O)c2ccc(C(=O)c3ccccc3)cc2)C1 (stereo not given)	8	3	0.0	29	0	0	3	-3	-1.3
O=C(Nc1nnc(-c2cccs2)o1)c1cccc(F)c1	7	0	0.1	34	6	6	3	5	1.3
Cc1nc2ccc(S(=O)(=O)NCC(=O)N3CCCC(C)C3)cc2s1 (stereo not given)	2	1	0.0	10	-5	0	1	7	-1.8
Cc1ccc2c(N)c(C(=O)N(c3ccccc3)c3ccccc3)sc2n1	5	0	0.2	11	4	6	2	7	-0.4
CC(C)(C)C(=O)NC1(C(F)(F)F)NC(=O)N(c2ccccc2F)C1=O (stereo not given)	7	-2	0.3	42	-6	3	0	2	3.1
Cc1ccnc(NC(=O)CSc2ccc3c(c2)OCCO3)c1	4	-1	0.1	6	4	2	4	1	0.6
Cc1nnc(NCCc2ccccc2)c2ccccc12	11	1	-0.1	-2	-4	0	-2	-2	0.1
Cc1ccc(O)c(NC(=O)CSc2n[nH]c(C)c2[N+](=O)[O-])c1	-3	-1	0.1	-1	2	1	6	-10	0.2
CCOC(=O)c1nn(-c2ccc(OCC)cc2)c2nc(CC(C)C)c(C#N)c(=O)n12	6	5	0.1	9	8	3	9	1	-2.0
CC1CCCC(C)N1CC(O)COc1c(F)cc(Br)cc1F (stereo not given)	-9	-1	0.2	6	2	2	-1	-5	1.3
C/C(=N\N=C\c1ccc(N(C)C)cc1)c1cccc([N+](=O)[O-])c1	-5	4	0.0	3	3	1	6	-10	-1.4
COc1ccc(C(=O)NCC(=O)N2CCN(C(=O)c3ccco3)CC2)cc1[N+](=O)[O-]	1	x	-0.2	4	x	0	x	x	x
CCc1nnc(NS(=O)(=O)c2ccc(NC(=O)C(c3ccccc3)c3ccccc3)cc2)s1	1	7	0.1	34	-1	3	4	-11	1.0
COc1ccc(C(=O)COC(=O)CCN2C(=O)C3C4CC(C(Br)C4Br)C3C2=O)cc1 (stereo not given)	2	6	-0.2	6	-3	1	6	-5	0.7
COc1ccccc1-c1c(C)oc2c(CN3CCCCC3C)c(O)ccc2c1=O (stereo not given)	-5	5	0.0	2	-6	0	-4	7	-2.7
O=C(NCc1ccccc1Br)C1CCCO1 (stereo not given)	-1	-3	0.1	7	5	2	2	2	-0.3
Cn1c(Cn2c(=O)sc3ccccc32)nnc1SCc1cccnc1	5	-2	0.1	3	-1	1	-7	4	2.8
O=C(Nc1nc(-c2cccnc2)cs1)c1ccccc1Cl	0	-4	0.0	15	6	0	5	2	-1.8
O=C(c1cc2cc(Cl)ccc2[nH]1)N1CCCCC1	5	0	0.1	12	-12	0	1	-4	-1.6
O=C(O)C1C2C=CC(C2)C1C(=O)NCc1cccc(Cl)c1 (stereo not given)	5	-1	0.1	10	13	5	6	0	-0.3
C[C@H](NC(=O)OC(C)(C)C)c1nnc(SCC(=O)c2ccc(Cl)cc2)o1	7	-2	-0.1	-12	1	1	2	3	1.3

Reformatted as comma-separated lines: entries from further up
canonical_smiles,GLD-1 TGE inh,Fam108B counter,Efflux pump inh,VLA-4 inh,MCL1 BIM primary,GRK2 inh,BCLXL inh,PME-1 primary,MEX-5 binding
CCOC(=O)c1nn(-c2ccc(OCC)cc2)c2nc(CC(C)C)c(C#N)c(=O)n12,6,5,0.1,9,8,3,9,1,-2.0
CC1CCCC(C)N1CC(O)COc1c(F)cc(Br)cc1F (stereo not given),-9,-1,0.2,6,2,2,-1,-5,1.3
C/C(=N\N=C\c1ccc(N(C)C)cc1)c1cccc([N+](=O)[O-])c1,-5,4,0.0,3,3,1,6,-10,-1.4
COc1ccc(C(=O)NCC(=O)N2CCN(C(=O)c3ccco3)CC2)cc1[N+](=O)[O-],1,x,-0.2,4,x,0,x,x,x
CCc1nnc(NS(=O)(=O)c2ccc(NC(=O)C(c3ccccc3)c3ccccc3)cc2)s1,1,7,0.1,34,-1,3,4,-11,1.0
COc1ccc(C(=O)COC(=O)CCN2C(=O)C3C4CC(C(Br)C4Br)C3C2=O)cc1 (stereo not given),2,6,-0.2,6,-3,1,6,-5,0.7
COc1ccccc1-c1c(C)oc2c(CN3CCCCC3C)c(O)ccc2c1=O (stereo not given),-5,5,0.0,2,-6,0,-4,7,-2.7
O=C(NCc1ccccc1Br)C1CCCO1 (stereo not given),-1,-3,0.1,7,5,2,2,2,-0.3
Cn1c(Cn2c(=O)sc3ccccc32)nnc1SCc1cccnc1,5,-2,0.1,3,-1,1,-7,4,2.8
O=C(Nc1nc(-c2cccnc2)cs1)c1ccccc1Cl,0,-4,0.0,15,6,0,5,2,-1.8
O=C(c1cc2cc(Cl)ccc2[nH]1)N1CCCCC1,5,0,0.1,12,-12,0,1,-4,-1.6
O=C(O)C1C2C=CC(C2)C1C(=O)NCc1cccc(Cl)c1 (stereo not given),5,-1,0.1,10,13,5,6,0,-0.3
C[C@H](NC(=O)OC(C)(C)C)c1nnc(SCC(=O)c2ccc(Cl)cc2)o1,7,-2,-0.1,-12,1,1,2,3,1.3

These rows are one share of the data. The share of hits here may be higher or lower than overall.
